# Screening results from PubChem.
# HER2 expr 66K: inhibitors of human Her2 kinase expression. SKBR-3 HER2 protein level, AlphaScreen, 18-24 h; active compounds read low. HER2 level % of control, % at 10 µM. 0.69% of 65,000 active. AID 645;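 active = HER2 level under 5% of the carrier-only control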;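 note: 100% = DMSO carrier and 0% = 500 nM PU-H71 HSP90 inhibitor; lower value means stronger loss of Her2 protein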
# Fluor 339 460: intrinsic fluorescence of library compounds, ex339/em460 – biochemical, MLSMR library, data from DPM-DC assay, artefact control, profiling panel; compound autofluorescence, ex339/em460 nm, NADH buffer; active compounds read high; 1 = no-compound wells, NADH background; fluorescence fold increase at 10 µM; 5.5% of 65,000 active; AID 709;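 active = at 10 µM, mean starting fluorescence two-fold or more over control wells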;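 note: signal is the first read of a kinetic run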
# E coli RNAP: Escherichia coli RNA polymerase inhibition; P0A8V2; E. coli RNA polymerase, fluorescence transcription assay; inhibition, %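 (tested at 10 µM)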; 0.2% of 62,000 active; in the data active = inhibition above about 20%;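 note: 0% = enzyme without compound and 100% = no enzyme blank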
# Target sequence (P0A8V2 whole entry, looked up): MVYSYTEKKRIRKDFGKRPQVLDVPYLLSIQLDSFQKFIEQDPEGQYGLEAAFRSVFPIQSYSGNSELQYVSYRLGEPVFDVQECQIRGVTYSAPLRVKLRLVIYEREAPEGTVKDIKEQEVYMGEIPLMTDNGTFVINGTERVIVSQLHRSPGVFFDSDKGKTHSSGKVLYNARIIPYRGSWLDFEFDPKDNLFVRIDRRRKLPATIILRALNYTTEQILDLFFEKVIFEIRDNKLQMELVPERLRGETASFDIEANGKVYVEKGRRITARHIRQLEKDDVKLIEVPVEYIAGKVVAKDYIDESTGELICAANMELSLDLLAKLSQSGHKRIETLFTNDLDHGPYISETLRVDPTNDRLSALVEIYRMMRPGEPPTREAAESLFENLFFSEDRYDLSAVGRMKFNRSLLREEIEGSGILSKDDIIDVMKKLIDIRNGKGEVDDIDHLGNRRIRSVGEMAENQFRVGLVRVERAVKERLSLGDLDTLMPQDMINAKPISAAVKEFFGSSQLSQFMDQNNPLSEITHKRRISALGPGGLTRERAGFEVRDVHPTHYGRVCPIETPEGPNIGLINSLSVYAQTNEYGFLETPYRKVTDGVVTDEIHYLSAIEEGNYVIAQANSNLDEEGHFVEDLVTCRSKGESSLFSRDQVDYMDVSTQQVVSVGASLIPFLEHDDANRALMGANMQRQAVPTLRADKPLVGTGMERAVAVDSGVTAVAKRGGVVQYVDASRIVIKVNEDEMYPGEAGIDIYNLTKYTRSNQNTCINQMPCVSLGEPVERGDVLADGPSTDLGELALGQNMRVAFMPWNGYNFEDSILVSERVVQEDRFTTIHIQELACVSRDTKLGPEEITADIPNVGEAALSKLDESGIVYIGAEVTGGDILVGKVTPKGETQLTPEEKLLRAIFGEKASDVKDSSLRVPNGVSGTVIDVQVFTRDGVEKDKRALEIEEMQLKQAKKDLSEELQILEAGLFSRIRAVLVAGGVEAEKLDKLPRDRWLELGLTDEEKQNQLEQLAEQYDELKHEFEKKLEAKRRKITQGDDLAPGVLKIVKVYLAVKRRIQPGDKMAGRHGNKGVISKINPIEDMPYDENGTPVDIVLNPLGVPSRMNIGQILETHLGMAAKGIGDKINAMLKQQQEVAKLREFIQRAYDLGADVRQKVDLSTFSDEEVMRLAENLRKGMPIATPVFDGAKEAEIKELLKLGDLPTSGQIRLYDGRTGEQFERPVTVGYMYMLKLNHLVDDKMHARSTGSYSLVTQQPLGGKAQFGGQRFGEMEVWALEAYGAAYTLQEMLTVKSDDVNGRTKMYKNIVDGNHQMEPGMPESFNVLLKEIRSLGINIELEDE
# M1 ag: M1 muscarinic receptor agonism. CHO-M1 cells, Fluo-4 calcium fluorescence, agonist mode; active compounds read high. B-score at 10 µM. 3% of 64,000 active. AID 626;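 active = fluorescence rise, raw or as B-score row- and column-corrected plate score, outside the 99.7% band of its plate's samples, either direction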
# D1 mod: D1 dopamine receptor (human) allosteric modulation | HEK293 D1, CRE-luciferase, dopamine EC30 potentiation; actives deviate in either direction | B-score at 10 µM | 5.9% of 58,000 active;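 active = luminescence count or its row- and column-corrected plate score outside the 99.7% band of the plate's sample wells, on either side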
# M1 antagonist: M1 muscarinic receptor (rat) antagonism. CHO-M1 cells, Fluo-4 calcium, ACh EC80 antagonist mode; active compounds read low. B-score at 10 µM. 3.4% of 64,000 active. AID 628;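 active = calcium fluorescence response, raw or row-and-column corrected B-score, differing from the plate sample mean either way at a set confidence level, mostly lower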
# NADH coupling: blocks coupling enzymes of NAD/NADH assays | coupled PK/LDH NADH assays, four targets | IC50, µM (highest dose often 10 µM), inactives show at the top dose inhibition | 0.02% of 65,000 active | AID 774;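 active = single-dose screening hits from any of four coupled enzyme assays that gave an IC50 when retested across doses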;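 note: the DPM-DC format reads NADH fluorescence rather than 340 nm absorbance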
# Hsp90 block: displaces geldanamycin probe from tumor Hsp90. 0.35% of 64,000 active. inhibition, % at 30 µM. AID 429. NCI-N417 lysate Hsp90, Cy3B-geldanamycin FP displacement;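 active = inhibition above 50%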;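 note: 0% = tracer plus lysate wells and 100% = tracer alone without lysate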
# 5HT1a ag: 5-HT1a (human) receptor agonism; P08908; CHO 5-HT1a Ga15 NFAT-bla reporter, FRET ratio; 0% basal, 100% maximal reference agonist; activation, % at 10 µM; 0.56% of 65,000 active;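 active = activation above the screen-wide mean activation plus 3 SD, cut at about 19% in these data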;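 note: 0% = DMSO wells and 100% = 5-CT at EC100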
# * hit, by the source's call; · = no result given; [ ] = dose if it differs, or a comment.
SMILES,HER2 expr 66K,Fluor 339 460,E coli RNAP,M1 ag,D1 mod,M1 antagonist,NADH coupling,Hsp90 block,5HT1a ag
CCC(C)NC(=O)CSc1nnc(-c2ccc(C(C)(C)C)cc2)n1C (centres undefined),85,1.1,2,-0.79,-0.064,0.35,5%,-3,-0.9
COc1ccc(N2CCN(CC(=O)Nc3cc4c(cc3C(C)=O)OCO4)CC2)cc1,103,1.2,0,0.28,-0.33,-0.09,7%,-4,-0.9
CC(C)CCNC(=O)Cc1c(C(=O)O)[nH]c2ccc(Cl)cc12,87,0.84,2,0.47,0.28,0.74,12%,-2,-3.3
N=c1ccn(Cc2ccc(Cl)c(Cl)c2)cc1,56,1.1,8,-0.25,0.52,-1.6,2%,-4,-2.6
Cc1[nH]c2ccc3c(ncn3CCC#N)c2c1C,217,1.1,·,-0.82,·,0.22,3%,3,-0.1
CN1CCN(S(=O)(=O)c2cccc(C(=O)N(c3ccccn3)C3CCCCC3)c2)CC1,95,1.1,1,-0.83,0.72,-0.87,2%,·,-4.6
O=C(COC(=O)c1ccccc1)NCc1ccco1,90,1.1,-6,0.17,-0.061,-0.14,5%,-7,0.1
O=C(CN1CCOCC1)NCc1ccccc1,63,1.1,3,0.38,0.19,1,7%,-9,-4.9
CCn1c(SCC(=O)Nc2cc(C)on2)nc2sc(C)c(C)c2c1=O,100,1.1,6,-0.15,6.9*,1.2,5%,-3,0.8
CCOC(=O)N1CCC(NCCNC(=O)c2ccccc2)CC1,75,1.1,2,·,-0.045,·,13%,-2,0.8
Cc1c(C(=O)O)oc2ccc(S(=O)(=O)N3CCC(C)CC3)cc12,114,1,4,-0.99,0.79,0.39,3%,-6,1.2
N#Cc1c(N2C(=O)C3C4C=CC(C4)C3C2=O)sc2c1CCC2 (centres undefined),141,1.1,8,-3.2,1.4,0.49,3%,-2,-2.3
CC(=O)NC1N=C(C)N(c2ccccc2)C1=O (centres undefined),87,1.1,6,-0.27,-0.0093,-0.17,9%,2,-3.4
O=C(CN1CCCC1)N1CCCc2c1c(=O)oc1ccc(OCc3ccccc3)cc21,80,3*,1,-0.24,0.25,-2.5*,12%,2,0.0
O=C(NCCCN1CCOCC1)c1cc(-c2cccs2)on1,85,1.1,6,-0.044,1.9,0.33,8%,-1,-0.1
CCC(NC(=O)Nc1ncccc1C)(C(F)(F)F)C(F)(F)F,87,1.1,·,-0.022,-0.82,-0.28,0%,0,2.0
CC(C)COC(=O)CCn1[nH]c(=O)c2ccccc2c1=O,89,1.2,8,0.63,1.4,0.069,10%,-1,-3.9
O=C(NCCOC(=O)c1ccncc1)c1ccccc1,106,1.1,-3,-0.1,-0.042,-0.45,11%,-5,-1.9
CC(c1ccccc1)N1CNc2c(c(=O)n(C)c(=O)n2C)C1 (centres undefined),94,1.1,7,-1.1,0.63,-0.81,2%,-1,0.5
O=C(COc1ccc(-c2nnco2)cc1)N1CCN(S(=O)(=O)c2ccccc2)CC1,70,0.93,8,0.082,0.64,-0.4,4%,·,1.9
Cc1ccc(C2C3CN(C(C)C)CC=C3C(C#N)=C(N)C2(C#N)C#N)cc1 (centres undefined),52,2.3*,-3,55*,-3.1*,2.2*,2%[fluoresces],11,32*
N#Cc1nc(COc2cccc(Cl)c2)oc1N1CCN(c2ccccc2)CC1,90,1,7,-0.9,0.42,-0.66,5%,-6,-2.6
Cc1cc(NC(=O)CSc2nc3c(c(=O)n2-c2ccc(Cl)cc2)SCC3)no1,165,1.1,·,-0.43,-0.56,0.016,3%,·,-1.1
CCN(CC)CCn1cnc2c([nH]c3cccc(OC)c32)c1=O,152,3.7*,-14,-1.2,0.0033,0.48,9%[fluoresces],-5,0.3
O=C1CN(C(=O)c2ccccn2)c2ccccc2N1,100,1.1,-10,-0.2,·,0.44,2%,·,0.9
COC(=O)C1=C(CSCc2ccco2)NC(=O)NC1c1cc(C)ccc1C (centres undefined),73,1,-8,-1.3,-0.51,-0.073,5%,-6,1.5
Cc1ccc2cc(-c3noc(C4CCCCC4)n3)c(=O)[nH]c2c1,107,2.2*,3,1.2,-0.22,-1.2,0%[fluoresces],-3,-3.9
Cc1nn(-c2nc3ccccc3[nH]2)c(N)c1-c1ccccc1,63,1,3,0.52,-3.9,0.042,2%,20,-0.6
COc1cc(NC(=O)c2ccc(COCC(F)(F)F)o2)cc(OC)c1OC,79,1.1,7,-0.89,1.2,-0.44,2%,-1,-0.5
Cc1cc(C(=O)CNCc2ccco2)c(C)n1-c1ccc(F)cc1,84,1.1,9,-1.3,·,0.68,10%,-8,0.3
CC1(C)CC(O)C(CCC(O)c2ccccc2)C(C)(C)N1 (centres undefined),90,1.1,9,2.6,-0.47,1.3,8%,-3,1.8
CCCNC(=O)Cn1cnc2sc(C(=O)N3CCCC(C(=O)OCC)C3)c(C)c2c1=O (centres undefined),94,1.1,3,-0.12,0.98,-0.34,3%,0,-3.3
COc1ccccc1C(=O)NC(CCSC)C(=O)NCC(c1ccco1)N(C)C (centres undefined),97,1.1,8,1.2,0.15,-0.24,5%,·,0.1
CCOc1ccccc1OC(=O)c1ccco1,88,1.1,·,-0.026,-0.2,0,5%,-2,-3.7
CCOC(=O)c1ccc(NS(=O)(=O)c2cc(-c3nnnn3C(C)C)ccc2OC)cc1,83,1.1,·,0.032,1.1,-0.5,9%,-1,-1.4
O=C(NCC(=O)N(c1ccccc1)C(C(=O)NC1CCCCC1)c1ccncc1)c1ccco1 (centres undefined),99,1.2,·,2.5*,·,-0.025,7%,1,-0.4
Cc1nnc(SCc2cc(=O)[nH]c(N3CCN(Cc4ccccc4)CC3)n2)s1,94,1.1,·,-0.1,0.82,-0.5,4%,-5,0.9
O=S(=O)(c1ccc(-c2nnc(SCc3nnc(-c4ccccc4)o3)o2)cc1)N1CCCC1,81,1.2,0,0.17,0.49,-0.09,2%,-1,-4.7
CCSc1nc2c(c(=O)n1-c1ccc(F)cc1)SCC2,118,1.1,·,0.54,·,-0.48,14%,·,0.5
COc1ccc(C2C(=O)N(CCc3ccccc3)CC(=O)N2C2CCCC2)cc1 (centres undefined),101,1.1,2,-0.55,0.59,0.68,3%,-5,0.3
Cc1cc(C)n(-c2nncn2NC(=O)c2ccc(Cl)cc2O)n1,127,1.1,3,-0.54,2.5,0.46,6%,-5,-1.3
COC(=O)c1ccc(Cn2cnc3c(cnn3-c3ccc(F)cc3)c2=O)o1,99,1.1,7,0.94,·,-0.016,8%,-1,-0.2
O=C(Nc1nccs1)c1ccc(Cl)s1,105,1.1,4,1.7,-0.53,0.31,2%,-4,-4.9
O=C(Nc1ccccc1Cl)N1CCN(c2ccc3nnc(-c4ccc(F)cc4)n3n2)CC1,80,1.2,6,0.46,1.1,-0.28,3%,-5,0.5
O=C(CSc1n[nH]c(-c2ccco2)n1)N1c2ccccc2Sc2ccccc21,82,1.1,-7,-0.58,1.3,0.31,9%,-2,-1.1
CCOc1c(Br)cc(C(N)=O)cc1OC,76,1.1,-1,-0.52,0.65,1.4,0%,·,-0.5
COc1ccc(CNC(=O)C2CC(=O)N(c3ccc(OCC(=O)N4C(C)CCCC4C)cc3)C2)cc1 (centres undefined),121,1.1,-2,1.1,-0.045,-0.6,9%,0,1.2
O=C(Nc1ccc2oc(Cc3ccc(Cl)cc3)nc2c1)c1cccnc1,81,1.1,-5,0.54,-1.4,-0.35,2%,2,-1.3
O=C(O)CC(NCc1ccco1)C(=O)OCC1CCCO1 (centres undefined),137,1.1,4,0.15,·,-0.87,2%,-6,-1.9
CC(NC(=O)c1cc(-c2ccc(Br)cc2)on1)c1ccccc1 (centres undefined),67,1,5,-0.0056,-0.45,-0.52,6%,-2,-4.0
O=C(Cn1cc2c(n1)CCCCC2)NCc1ccccc1,93,1.1,4,0.065,·,0.085,6%,-3,-2.4
C=CCn1c(SCc2csc(C)n2)nc2sc3c(c2c1=O)CCCCC3,84,1.1,-2,1.6,0.98,0,7%,0,-1.6
CCN(CC)CCNC(=O)c1c(C)oc2cc(Br)c(OC)cc12,75,1.1,2,-0.34,-1,-0.37,2%,-4,2.3
COC(=O)c1ccc2c(=O)n(CCC3=CCCCC3)c(SCC(=O)N3CCCC3)nc2c1,107,1.6,2,-0.67,0.58,0.55,8%,0,0.0
CC(C(=O)Nc1nc2ccccc2[nH]1)N1C(=O)C2CC=CCC2C1=O (centres undefined),107,1.1,5,1,0.072,0.85,5%,-1,-1.3
COc1ccc2nc(SCC(=O)O)nc(C)c2c1,58,1.8,6,-0.71,-0.089,-0.098,4%,-9,-2.3
O=C(NCc1ccc2c(c1)OCO2)C1CC(=O)N(C2CCCCCC2)C1 (centres undefined),117,0.74,12,-0.74,-0.31,0.17,12%,-1,-0.9
COc1ccc(Nc2oc(-c3cccs3)nc2C#N)cc1,206,1.9,-3,-0.43,8.1*,0.38,9%,3,1.7
CN1CCN(C(=O)C2C3C=CC(C3)C2C(=O)O)CC1 (centres undefined),102,1.1,5,-0.19,-0.54,0.38,1%,-5,-0.9
O=C(c1ccccc1/S(=N/S(=O)(=O)c1ccccc1)N1CCOCC1)N1CCOCC1 (centres undefined),103,0.94,7,-1.6,-0.011,-0.0015,10%,-5,-0.9

# Fetched by compound from above (6):
SMILES,HER2 expr 66K,Fluor 339 460,E coli RNAP,M1 ag,D1 mod,M1 antagonist,NADH coupling,Hsp90 block,5HT1a ag
CCN(CC)CCNC(=O)c1c(C)oc2cc(Br)c(OC)cc12,75,1.1,2,-0.34,-1,-0.37,2%,-4,2.3
COc1ccc(CNC(=O)C2CC(=O)N(c3ccc(OCC(=O)N4C(C)CCCC4C)cc3)C2)cc1 (centres undefined),121,1.1,-2,1.1,-0.045,-0.6,9%,0,1.2
CN1CCN(C(=O)C2C3C=CC(C3)C2C(=O)O)CC1 (centres undefined),102,1.1,5,-0.19,-0.54,0.38,1%,-5,-0.9
CCOc1c(Br)cc(C(N)=O)cc1OC,76,1.1,-1,-0.52,0.65,1.4,0%,·,-0.5
CC(NC(=O)c1cc(-c2ccc(Br)cc2)on1)c1ccccc1 (centres undefined),67,1,5,-0.0056,-0.45,-0.52,6%,-2,-4.0
O=C(c1ccccc1/S(=N/S(=O)(=O)c1ccccc1)N1CCOCC1)N1CCOCC1 (centres undefined),103,0.94,7,-1.6,-0.011,-0.0015,10%,-5,-0.9

# (listing goes on)
SMILES,HER2 expr 66K,Fluor 339 460,E coli RNAP,M1 ag,D1 mod,M1 antagonist,NADH coupling,Hsp90 block,5HT1a ag
Cc1ccc(Cn2ccc(NC(=O)c3cc(-c4ccco4)on3)n2)cc1,70,1.1,4,-0.51,-0.66,0.13,0%,-6,0.3
COc1ccc(-c2noc(CN3C(=O)c4ccccc4C3=O)n2)cc1,102,1.1,3,-0.035,-0.01,-0.0074,3%,-3,0.1
CCOc1cc(-c2cc(-c3ccc(N)cc3)nc(N)c2C#N)ccc1O,92,3.6*,-30,0.0068,8.6*,-0.16,9%[fluoresces],-6,5.8
O=C(c1ccco1)N1CCN(c2nc3ccccc3n3nnnc23)CC1,74,1.6,6,7.4*,1.1,-1.4,6%,2,-1.2
COCCN(CC(=O)Nc1cccc(C)c1)S(=O)(=O)c1ccc(S(=O)(=O)N2CCCC2)cc1,70,1.1,8,0.46,0.11,-0.028,8%,-4,-1.3
Cc1cc(C(F)F)n2nc(C(=O)Nc3ccc(S(=O)(=O)N4CCCCCC4)cc3)nc2n1,78,1,-5,-0.94,0.0052,0.014,3%,-7,0.5
CCC(C#CCN1CCCCC1)(CC)OCCC#N,97,1.1,8,-0.022,-1.5,0.14,5%,-4,-1.4
O=C(NC(=O)N1CCN(c2ccccc2F)CC1)c1ccccc1,90,1,1,-0.032,-0.13,-0.22,9%,-2,17
COc1ccc(CCNC(=O)CSc2nnc(Cc3csc(N)n3)n2C)cc1OC,94,1.1,9,0.098,-0.0082,0.85,5%,2,0.0
Cc1cc(C(=O)NCc2cccnc2)n(-c2ccccc2)n1,85,1,-1,0.19,0.69,1.5,2%,-6,0.1

# Records listed above marked active in 5HT1a ag:
compound | HER2 expr 66K | Fluor 339 460 | E coli RNAP | M1 ag | D1 mod | M1 antagonist | NADH coupling | 5HT1a ag
Cc1ccc(C2C3CN(C(C)C)CC=C3C(C#N)=C(N)C2(C#N)C#N)cc1 (centres undefined) | 52 | 2.3* | -3 | 55* | -3.1* | 2.2* | 2%[fluoresces] | 32*
